Mot1-301 SUMO = inhibitors of SUMOylation pathway: yeast Mot1-301 growth rescue; S. cerevisiae Mot1-301 growth rescue, ATP luminescence, 38.5C; percent above DMSO median, 100 means doubled; growth rescue, % at 18.8 µM; 320,000 tested, 1% active;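 active = every valid replicate shows activation above 250% relative to neutral control wells; inactive = the rest, any valid replicate at or below 250%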;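 note: OY570 slx delta 5 strain wells were the positive control but not used for scaling; some compounds called inactive have numbers as strong as hits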
Arr AP2 block = human beta-arrestin and AP2 interaction inhibition; AID 504490; FITC-arrestin peptide / GST-AP2 beads, flow cytometry; AP2 beta2 appendage carries R879A mutation; 340,000 tested, 0.31% active; inhibition, % at 10 µM;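 active = inhibition above a set limit, near 3 SD of compounds lacking own fluorescence, cut at about 54% in these data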;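 note: plate controls were DMSO wells for no effect and 5 µM unlabelled arrestin peptide for full effect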
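system = GST-tagged AP2 beta2-adaptin appendage (R879A) on 4 µm glutathione beads | reagent = FITC-labelled arrestin peptide probe, 50 nM final | schedule = compound with beads 12 min RT, then probe 1 h RT | signal = HyperCyt-sampled flow cytometry, FL1 channel, ex 488/em 535 nm | read-out = percent response from loss of bead-bound FITC fluorescence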
PfHsp90 set2 = reduces growth (ATP signal) of yeast expressing P. falciparum Hsp90; 310,000 tested, 0.32% active; S. cerevisiae expressing PfHsp90, BacTiter-Glo ATP, 48 h; yeast lacking PDR1 and PDR3 efflux regulators; inhibition, % at 9.4 µM;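 active = every replicate shows inhibition above about 80%, whatever the replicate mean, limit read from the data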;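 note: 0% = DMSO neutral controls and 100% = 20 µM radicicol positive controls; yeast relying on Plasmodium falciparum Hsp90 in place of its own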
PKA-R1A act = activates the PKA-R1A holoenzyme complex; 340,000 tested, 0.083% active; AID 504707; activation, % at 11.4 µM; PKA-R1A dissociation, Cy5-IP20 fluorescence polarization; scaled: DMSO 0%, 113 µM cGMP 100%;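 active = percent activation above the mean of all tested compounds plus 3 SD, cut at about 19% in these data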;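 note: higher means more PKAc released from R1A so a rise in polarization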
DSG3 Ab inh = inhibitors of pemphigus antibody binding to human desmoglein-3. binding (percent of control), % at 10 µM. 310,000 tested, 0.48% active. AID 588358. P32926. DSG3-coupled beads, scFv-anti-DSG3-GFP binding, flow cytometry; hits give low values;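 active = binding more than 3 SD below its plate's average and above zero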;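 note: hits lower antibody fragment binding to DSG3; some compounds called inactive have numbers as strong as hits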
Target sequence (P32926 whole entry, looked up, the tested form may be a part): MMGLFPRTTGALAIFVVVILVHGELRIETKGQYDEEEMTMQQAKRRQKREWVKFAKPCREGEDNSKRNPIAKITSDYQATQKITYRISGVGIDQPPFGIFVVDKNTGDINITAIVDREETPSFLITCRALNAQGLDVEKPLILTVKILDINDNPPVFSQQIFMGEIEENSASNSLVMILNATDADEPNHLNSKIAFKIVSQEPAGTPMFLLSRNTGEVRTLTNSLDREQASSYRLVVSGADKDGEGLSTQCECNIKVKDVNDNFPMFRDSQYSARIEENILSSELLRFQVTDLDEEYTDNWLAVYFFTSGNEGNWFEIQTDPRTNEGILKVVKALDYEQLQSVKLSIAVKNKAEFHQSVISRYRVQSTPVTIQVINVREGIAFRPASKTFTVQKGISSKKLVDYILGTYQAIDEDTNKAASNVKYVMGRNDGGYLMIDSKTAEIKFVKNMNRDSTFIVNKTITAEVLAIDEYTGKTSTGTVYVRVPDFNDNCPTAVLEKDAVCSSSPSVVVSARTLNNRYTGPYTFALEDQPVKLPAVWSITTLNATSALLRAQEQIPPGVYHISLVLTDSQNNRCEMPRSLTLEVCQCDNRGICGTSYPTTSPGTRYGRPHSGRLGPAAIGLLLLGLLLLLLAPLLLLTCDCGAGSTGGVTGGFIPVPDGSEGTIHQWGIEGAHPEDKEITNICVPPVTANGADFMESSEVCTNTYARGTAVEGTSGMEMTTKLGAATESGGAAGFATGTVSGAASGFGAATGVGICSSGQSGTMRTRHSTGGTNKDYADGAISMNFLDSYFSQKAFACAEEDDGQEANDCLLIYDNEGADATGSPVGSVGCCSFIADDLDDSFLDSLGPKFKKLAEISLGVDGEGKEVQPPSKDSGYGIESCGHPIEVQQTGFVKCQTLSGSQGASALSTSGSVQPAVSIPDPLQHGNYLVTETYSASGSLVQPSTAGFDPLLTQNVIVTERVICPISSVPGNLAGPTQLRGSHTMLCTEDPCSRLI
phage Ecoli inh = E. coli growth loss with phage present. growth absorbance. inhibition, % at 11.9 µM. 360,000 tested, 0.26% active; in the data active = inhibition above about 11%
Tat export inh = blocks Tat-dependent protein export in E. coli; E. coli MC4100 TorA-mCherry Tat export, fluorescence; inhibition, % at 10 µM; 340,000 tested, 0.036% active;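 active = mean replicate inhibition at least 50% and at least half of replicates individually reaching 50%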;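 note: exported cargo escapes ClpAP degradation while cytoplasmic cargo is degraded and loses fluorescence; 0% = median of neutral control wells and 100% = median of NaSCN control wells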
E coli growth = counter-screen for AddAB inhibitors: E. coli growth inhibition; inhibition, % at 11.9 µM; E. coli V3065 growth, OD600 absorbance, 18 h; 330,000 tested, 0.27% active;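 active = inhibition above the campaign's mean inhibition across all tested compounds plus 3 SD, cut at about 9.9% in these data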;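 note: uninfected addAB+ strain grown without phage in ampicillin broth; 0% = DMSO wells and 100% = ciprofloxacin 0.95 µg/ml wells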
OPRM1-OPRD1 inv = inverse agonists of human mu-delta opioid receptor heterodimerization; P35372+P41143; cell-based MOR-DOR heterodimer luminescence, inverse agonism; inhibition, % at 9.3 µM; 340,000 tested, 0.21% active; in the data active = inhibition above about 22%, passing the limit was not always enough;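 note: 0% = cells with DMSO and 100% = wells without cells with DMSO; values of inactives mirror those of a sister screen read the other way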
MOR-DOR ag = agonists of human mu-delta opioid receptor heterodimerization | P35372+P41143 | cells, OPRM1-OPRD1 heterodimerization, luminescence | activation, % at 9.3 µM | 340,000 tested, 0.3% active; in the data active = activation above about 18%;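 note: 0% = vehicle-treated cells and 100% = reference agonist; values of inactives mirror those of a sister screen read the other way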
AddAB inh = less growth of phage-infected E. coli with AddAB | E. coli expressing H. pylori AddAB, absorbance growth | inhibition, % at 11.9 µM | 330,000 tested, 0.29% active; in the data active = inhibition above about 12%;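 note: 0% = vehicle wells of infected cells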
An asterisk follows results filed as active; x = no result given.

structure | Arr AP2 block | phage Ecoli inh | PKA-R1A act | E coli growth | AddAB inh | MOR-DOR ag | Mot1-301 SUMO | DSG3 Ab inh | OPRM1-OPRD1 inv | PfHsp90 set2 | Tat export inh
O=C(CN1C(=O)C2C3C=CC(C3)C2C1=O)Nc1ccc2c(c1)OCCO2 (stereo not drawn) | -8 | -0.9 | -12 | 1.7 | 0.7 | -1.1 | 30 | 94 | 6 | 8 | 5
Cn1c(=O)c2c(nc(NCCCO)n2Cc2cccc(C(F)(F)F)c2)n(C)c1=O | -9 | -0.7 | -8 | 1.0 | 3.3 | -2.8 | -10 | 105 | 16 | -14 | 2
Cc1cccc(/C=N/NC(=O)c2cccc(NC(=O)c3ccccc3)c2)n1 | 4 | 3.2 | -6 | -0.7 | 1.8 | -3.2 | -10 | 96 | 17 | -8 | -5
CN(CCCN1CCOCC1)C(=O)c1cc(COc2c(F)cccc2F)on1 | 3 | 1.7 | -7 | 2.1 | -5.1 | -0.8 | -1 | 101 | 6 | -12 | 0
Cc1ccc(Cn2cccc2C2=NC(C)CO2)cc1 (stereo not drawn) | 10 | 2.6 | 8 | 1.3 | 2.8 | 0.1 | -25 | 104 | -1 | x | -7
CCn1c(SCC(N)=O)nnc1-c1ccc2[nH]c(C)c(C)c2c1 | 18 | -0.9 | -3 | -2.0 | -1.1 | -1.3 | -6 | x | 7 | x | -2
Cc1cc(NS(=O)(=O)c2ccccc2)ccc1NS(=O)(=O)c1ccccc1 | 4 | 2.7 | -10 | x | x | -4.5 | x | 110 | 22 | 0 | 16
CN(C)c1ccc(NC2=C(Cl)C(=O)c3ccccc3C2=O)cc1 | 29 | 1.9 | 3 | -4.4 | -1.4 | 16 | -27 | 95 | -115 | 20 | -13
CC(=O)N1c2ccc(S(=O)(=O)NCCC(=O)NCCc3ccc(Cl)cc3)cc2CC1C (stereo not drawn) | 14 | 3.8 | 4 | -1.9 | 2.9 | 0.8 | 21 | 109 | -4 | 6 | 7
Cc1ccc(OCC(=O)N/N=C/c2cccnc2)cc1C | 16 | 1.5 | 3 | -0.8 | -1.4 | -1.8 | 133 | 101 | 10 | 17 | 2
S=C(Nc1cccc(Br)c1)N1CCn2cccc2C1c1cccnc1 (stereo not drawn) | 4 | 4.1 | -7 | -0.8 | 2.0 | 1.0 | 37 | 126 | -5 | x | -8
Cc1ccc(-c2noc(CN(C(=O)C34CC5CC(CC(C5)C3)C4)C(C)C)n2)cc1 | 9 | 3.4 | 4 | -2.6 | 3.2 | -1.1 | 12 | 100 | 6 | 0 | 4
CCc1nnc(SCC(=O)Nc2ccccc2)nc1CC | 9 | 1.7 | 4 | 0.7 | -2.3 | -2.3 | -18 | 102 | 13 | 16 | -2
O=C(Nc1nnc(SCC(=O)N2CCCCC2)s1)c1cccs1 | -3 | 0.7 | -6 | -1.1 | 0.7 | 2.3 | 0 | 101 | -14 | 8 | -2
C[C@@H]1C(c2ccc(F)cc2)=NN(c2ccc(Br)cc2)[C@H]1C(=O)N1CCOC1=O | -10 | -1.8 | -5 | 0.4 | 0.9 | 5.2 | x | 96 | -25 | 2 | 2
COc1cccc(/C=C/C(=O)N2CCN(c3ccccn3)CC2)c1 | 22 | 0.2 | -2 | 1.9 | 5.9 | -3.2 | -40 | 92 | 16 | 5 | -7
CCC(C(=O)c1ccc2ncccc2c1)c1ccccc1 (stereo not drawn) | -1 | 3.6 | -4 | 0.3 | 2.2 | -0.9 | x | 108 | 4 | -6 | 1
COC(=O)c1nnn(CC(=O)Nc2cccc(Cl)c2C)c1C(=O)OC | -3 | 2.4 | 4 | 2.9 | 3.6 | -0.8 | -1 | 83 | 5 | -3 | -7
CCC(=O)c1ccc2c(c1)N(CCCN(C)C)c1ccccc1S2 | 0 | 1.6 | -8 | -0.2 | -2.1 | 1.2 | -4 | x | -6 | -9 | -6
COc1ccc(C(CC(=O)Nc2ccc(C)cn2)N2Cc3ccccc3C2=O)cc1 (stereo not drawn) | 26 | 1.2 | 0 | -1.6 | 1.0 | -2.7 | 1 | 103 | 13 | 9 | 3
Cc1ccc(NC(=O)c2ccc(S(=O)(=O)N3CCCCC3)cc2)nc1 | -8 | 0.5 | -8 | 0.7 | -1.2 | 0.5 | 0 | x | -2 | 8 | -1
CC(=O)c1cccc(NC(=O)c2ccc(N(Cc3ccccc3)S(C)(=O)=O)cc2)c1 | 11 | 1.6 | -8 | -1.3 | 2.7 | -3.6 | 0 | 96 | 16 | -8 | 2
COc1cccc(N(C(=O)CNC(=O)c2ccco2)C(C(=O)NC2CCCC2)c2ccncc2)c1 (stereo not drawn) | 0 | 0.4 | -2 | -0.5 | -2.9 | -1.8 | 322 | 97 | 10 | -2 | -3
Cc1cccc(N(C)C(=O)c2cc3cc4ccc(C)cc4nc3o2)c1 | 3 | 2.5 | -1 | x | x | -2.5 | x | 102 | 14 | -44 | 2
O=c1c2oc3ccccc3c2[nH]c(=S)n1-c1ccc(F)cc1 | -3 | 0.8 | -4 | 1.1 | 1.7 | -0.9 | -14 | 103 | 5 | -19 | 11
CCCNCc1cc(OC)c(OCc2ccccc2)cc1Br | 2 | 0.9 | -7 | -1.8 | -3.6 | 5.0 | 1 | 99 | -27 | -6 | -2
Cc1nn(Cc2ccccc2Cl)c(Cl)c1/C=C/C(=O)OCC(=O)NC(N)=O | -1 | 0.2 | 7 | 0.4 | 3.0 | -1.9 | 11 | 96 | 8 | -40 | -1
O=C(c1ccccc1)N1CC(COc2ccccc2)OC(c2cccnc2)O1 (stereo not drawn) | 7 | 1.7 | 1 | -0.6 | 4.6 | -2.2 | 37 | 104 | 9 | -20 | 6
O=C(Nc1nc(-c2cccs2)c(C(=O)C(F)(F)F)s1)c1ccccc1 | 3 | 3.3 | -5 | 3.3 | 6.8 | 4.6 | -8 | 103 | -24 | -11 | 16
O=C(NCc1ccccn1)Nc1ccc(Br)cc1 | 4 | 1.7 | 8 | 3.1 | 0.3 | -3.8 | -1 | 106 | 19 | 8 | -2
CSc1ccc(Cl)c(C(=O)OCC(=O)N2CCNC2=O)c1 | -9 | -0.4 | 6 | -1.4 | -2.0 | -4.1 | -1 | 98 | 16 | -3 | -3
C=CCn1c(COc2cccc(C)c2)nnc1SCC(=O)c1c(N)n(C)c(=O)n(C)c1=O | 12 | 2.0 | -4 | x | x | -1.3 | x | 89 | 7 | 10 | 4
O=C(NCCc1ccncc1)Nc1ccccc1 | 21 | 3.5 | 11 | 0.3 | 2.2 | -3.1 | 5 | x | 13 | 13 | 2
Nc1nc(CN2CCN(Cc3ccccc3)CC2)nc(Nc2ccccc2)n1 | -9 | 3.1 | 6 | -2.8 | -0.8 | 1.8 | -8 | 125 | -9 | 1 | -5
C=CCO/N=C(/C)c1c(O)c(CC)c(-c2ccccc2)n(-c2ccccc2)c1=O | 12 | 2.2 | -6 | 0.8 | 0.6 | 5.0 | -23 | 102 | -27 | -22 | 16
CC1(c2ccccc2)NC(=S)N2C1NC(=S)N2c1ccccc1 (stereo not drawn) | 5 | -1.1 | 6 | -0.2 | 0.6 | -0.1 | 19 | 111 | 1 | 12 | -2
CCC(C(=O)NC1CCCC1)N(C(=O)c1snc(C(N)=O)c1N)c1ccc(C)cc1C (stereo not drawn) | -11 | -0.2 | 5 | 0.9 | 4.5 | 0.2 | 468 | x | -2 | -73 | 6
Cc1[nH]nc(Nc2ccccc2)c1[N+](=O)[O-] | 12 | 1.2 | 5 | -0.7 | 2.9 | -1.9 | -8 | x | 12 | -3 | -1
CNC(=O)CN(c1ccc(Oc2ccccc2)cc1)S(=O)(=O)c1ccc(C)cc1 | -8 | 0.7 | 3 | 3.5 | 0.3 | -2.8 | -9 | 91 | 14 | -4 | 14
CC(C)[C@H](NC(=O)N1c2ccccc2NC(=O)[C@@H]1C(C)C)C(=O)N[C@H](C(=O)O)c1ccccc1 | 9 | 2.3 | 7 | 2.2 | 2.2 | -4.1 | 1 | x | 21 | 16 | 1
COC(=O)CSc1nc2sc(C)c(C)c2c(=O)n1C | 0 | 3.7 | -1 | 0.9 | 2.0 | -1.4 | 2 | x | 7 | -12 | -3
CCOC(=O)c1cc(NC(=O)COc2ccc([N+](=O)[O-])cc2)cc(C(=O)OCC)c1 | 34 | 2.7 | -1 | 0.9 | 2.1 | 0.1 | 11 | 97 | 0 | 0 | 0
COc1ccc(Br)cc1Cn1nnc(C(=O)Nc2ccc3c(c2)OCCO3)c1N | 30 | 3.2 | -12 | -1.4 | 4.0 | -2.0 | x | 105 | 10 | 14 | 3
O=C(CNC(=O)c1cccs1)N/N=C/c1c[nH]c2ccccc12 | 28 | 2.8 | -15 | 1.9 | 3.5 | -1.1 | 1 | 92 | 6 | -22 | -6
COc1ccccc1-c1c(C)c(C)nc(N)c1C#N | -5 | 1.8 | -2 | -0.4 | 1.2 | -3.5 | -5 | 101 | 19 | x | -6
CC(=O)Oc1c2occc2cc2ccc(=O)oc12 | 10 | 1.8 | 1 | -0.9 | 2.1 | 0.0 | 70 | 104 | 0 | 24 | -8
C=CCSC1=NN2CCS(=O)(=O)N=C2S1 | -6 | 2.7 | 4 | -0.2 | -1.5 | -2.0 | x | 104 | 10 | -32 | -1
Cc1oc(-c2ccccc2F)nc1CS(=O)(=O)CC(=O)NCCCN1CCN(C)CC1 | 42 | 0.8 | 0 | 1.2 | 3.9 | -0.8 | 0 | x | 4 | 11 | -3
COCCN(CC(=O)Nc1cccc(C)c1C)C(=O)Cc1cccs1 | 22 | 3.6 | -7 | -5.1 | 1.3 | 2.9 | 3 | x | -11 | -16 | -4

High-throughput results (PubChem BioAssay)
